TbPYK inhibitor: inhibitors of Trypanosoma brucei pyruvate kinase; Q57TT1; TbPYK enzyme, Kinase-Glo Plus ATP luminescence, 45 min; Potency, µM (top dose mostly 76.8 µM), inactives show at the top dose activity, negative = inhibition, most hits filed as inhibitors; 410,000 compounds, 0.12% hits; AID 624173; active = well fitted inhibition curve with a large enough effect; inconclusive = small, poorly fitted or top-dose-only effect; also: nearly all actives have a fitted effect of over 50% in size
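Quantitative HTS: titrated library compounds versus trypanosomal pyruvate kinase in TEA buffer (pH 7.2) containing KCl, MgCl2, BSA and Tween-20. Reactions were initiated with ADP, 130 uM final. Kinase-Glo Plus luminescence was read after 45 min at RT.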
Active calls of the source: *; ? = inconclusive. % is scaled to controls: 0 for no effect and ±100 for the full control effect; potency is read from the fitted curve at half-maximal effect. An excerpt (hit frequency here may not be typical).

SMILES	TbPYK inhibitor
Cc1cc(C)cc(CC(=O)N2CCC2(C)C(=O)NS(=O)(=O)c2ccc(C(C)(C)C)cc2)c1 (stereo unspecified)	-1%
CCc1ccc2cc(C)cnc2n1	-13%
COc1ccc(OC)c(NC(=O)Nc2nc(CN)cs2)c1	-4%
COc1cccc(C(O)c2nc(-c3ccc(F)cc3OC)cs2)c1 (stereo unspecified)	-1%
CC1(C(=O)NCc2ccccc2Br)CCN1C(=O)C1(c2ccc(Cl)cc2)CC1 (stereo unspecified)	2%
COC(=O)C[C@H]1C[C@H]2c3cc(NC(=O)CC4CC4)ccc3O[C@H]2[C@H](CO)O1	18%
COCOCCn1cc(CN2CCS(=O)(=O)N(Cc3ccc(-c4ccc(Cl)cc4)cc3)C(CC(C)C)C2=O)nn1 (stereo unspecified)	-2%
O=C(NCCO)c1cccc(-c2ccc3nncn3c2)c1	-1%
CC[C@H](NC(=O)/C=C/[C@H]1O[C@@H](n2cc(C)c(=O)[nH]c2=O)C[C@@H]1O)c1ccccc1	4%
CC(C)CNC(=O)C1(C)CCCN1Cc1ccc(OC(F)(F)F)cc1 (stereo unspecified)	1%
CCOC(=O)C1(C)CCCN1C(=O)c1c(F)cccc1F (stereo unspecified)	6%
O=C1/C(=C/c2ccc(S(=O)(=O)O)cc2S(=O)(=O)O)CCc2ccccc21	-1%
CC1(C(=O)NS(=O)(=O)c2cccc(OC(F)F)c2)CCN1C(=O)Cc1cccs1 (stereo unspecified)	-5%
CC(C)(C)c1ccc(CC(=O)N2CCC2(C)C(=O)NS(=O)(=O)c2ccc(C#N)cc2)cc1 (stereo unspecified)	-2%
CCCCCCCCCCCCCCCCSCC(COC)COP(=O)([O-])OCC[N+](C)(C)C (stereo unspecified)	-1%
COc1ccc(CCNC(=O)CNC(=O)N2CC(=O)Nc3ccccc32)cc1	-12%
O=C(CCNS(=O)(=O)c1ccc(Cl)cc1)NCCc1ccccc1	1%
Cc1ccc(O)c(Cc2cc(C)cc(Cc3cc(C)ccc3O)c2O)c1	-3%
C=CCC1(O)CCC2C3CCC4=CC(=O)CCC4=C3C=CC21C (stereo unspecified)	-16%
COc1ccc(NC(=O)c2cc(C3CCCCN3S(=O)(=O)c3cccs3)on2)c(C)c1 (stereo unspecified)	-5%
Cc1ccc(Cc2c(-c3ccc(C#N)cc3)nc3c4ccccc4ccn23)cc1	2%
O=C(O)Cn1ccnc1[N+](=O)[O-]	3%
c1ccc(COc2cccc(-c3cc4nc(NCCOc5ccccc5)ccn4n3)c2)cc1	3%
CC(=O)c1cccc(NC(=O)C2(C)Cc3c(-c4ccccc4)ccnc3O2)c1 (stereo unspecified)	-6%
Cc1noc(C)c1-c1ccc(C(=O)NC2CCCCC2)c2occc12	-1%

(listing goes on)
SMILES	TbPYK inhibitor
Nc1[nH]c(C(=O)c2ccccc2)c(-c2cccnc2)c1C(=O)NCCc1ccc(Cl)cc1Cl	-7%
COc1ccc(CNC(=O)c2ccc(-n3ccnc3)c3ccoc23)cc1OC	-1%
COc1ccc(CN2C(=O)c3ccccc3C2c2nnnn2Cc2ccccc2)cc1OC (stereo unspecified)	0%
CC(C)C[C@H]1CNC(=S)N1C[C@H]1CCCN1C[C@H](CC(C)C)N1C[C@H](CC(C)C)N(CCc2ccccc2)C1=S	1%
N#Cc1cccc(NC(=O)N2CCCC3(CCN(C(=O)c4cnccn4)CC3)C2)c1	-3%
CCOC(=O)c1ccc(Nc2ccc(C(C)=O)cc2)cc1	2%
CONC(=O)c1ccc(-c2cccc3nccn23)cc1	-2%
CCOc1ccc(S(=O)(=O)N2CCC(C(=O)Nc3ccccc3N3CCCC3)CC2)cc1	6%
CN(C)c1ncc2ncc(=O)n(Cc3cccs3)c2n1	-7%
COc1ccc(S(=O)(=O)N2CCC[C@H]2C(=O)N2CCC[C@H]2C(=O)N[C@H](C)c2ccccc2)cc1C	-1%
Nc1ccn(C2OC(CCl)C(O)C2O)c(=O)n1 (stereo unspecified)	-5%
COc1cccc(Nc2ncnc3ccc(Br)cc23)c1	1%
O=C(NCC1CCCO1)c1cccc(S(=O)(=O)Nc2ccccc2Cl)c1 (stereo unspecified)	6%
CCCCn1nnnc1C(c1ccccc1)N1CCc2ccccc2C1 (stereo unspecified)	-5%
O=C(CSc1nnc(COc2ccc(Cl)cc2)o1)Nc1nccs1	2%
COc1ccc(C(NC(=O)C2CCN(Cc3cc(OC)cc(OC)c3)CC2)c2ccccn2)cc1 (stereo unspecified)	-7%
CN(C)CCNc1nc(Oc2cccc(F)c2)c2sccc2n1	2%
CC(Sc1nnc(C(C)Oc2ccc(F)cc2)o1)C(=O)NCc1ccc2c(c1)OCO2 (stereo unspecified)	-12%
CCCCCCN1C[C@@H](n2cc(COC(=O)c3ccccc3)nn2)[C@H](O)C[C@@H]1c1ccccc1	-6%
CCCNC(=O)c1cc(C2CCCCN2C(=O)c2ccccc2)on1 (stereo unspecified)	-6%
OC[C@@H]1CN(Cc2ccncc2)C[C@H](n2cnc3c(NCc4ccco4)ncnc32)O1	-7%
CCOc1ccc(-c2cc(C(=O)Nc3cc(OC)c(OC)c(OC)c3)[nH]n2)c(C)c1	1%
CC1Nc2ncnc(N3CCc4ccccc4C3)c2N(Cc2ccccc2)C1=O (stereo unspecified)	-3%
C[C@@H]1CN(Cc2nnnn2CC(=O)NCCCn2cccn2)C[C@H](C)O1	-7%
COc1cc2c(cc1OC)C(CNC(=O)C=Cc1cc(OC)c(OC)c(OC)c1)C2 (stereo unspecified)	2%

The listing continues.
SMILES	TbPYK inhibitor
NC(COCc1ccccc1)c1csc(Nc2ccc(C(=O)c3ccccc3)cc2)n1 (stereo unspecified)	-4%
CSc1ccc(CN2CCC(C)(Oc3cccc(C#N)c3)C2)cc1 (stereo unspecified)	-2%
C[C@H]1Cn2cnc(C(=O)NCc3ccc(CNC(=O)OC(C)(C)C)cc3)c2C(=O)N1	2%
CC1=C(C(=O)N2CCCCCC2)CC(CC(=O)NC2CCCCC2)C(=O)N1Cc1ccc(C(C)(C)C)cc1 (stereo unspecified)	7%
CCCCNC(=O)C1c2ccccc2OCC(=O)N1CCCN1CCOCC1 (stereo unspecified)	3%
CCOC(=O)C1=CC[C@@H](c2ccccc2)N(S(=O)(=O)c2ccc(C)cc2)[C@H]1c1ccc(CC)cc1	-6%
CCOC(=O)[C@]12Cc3cc(C)ccc3[C@H]1N(CCC(=O)OC)C(=O)c1ccccc12	-4%
O=C1CC2c3ccccc3CCN2C(=O)CN1Cc1ccccc1 (stereo unspecified)	3%
Nc1c(C(=O)Nc2ccccc2)sc2nc(N3CCOCC3)c3c(c12)CCCC3	?
CCN1CCN(c2sc(S(=O)(=O)CC)nc2S(=O)(=O)c2ccc(C)cc2)CC1	-7%
CCNC(=O)C1CCCN(C(=O)c2ccco2)CC1 (stereo unspecified)	-2%
Cc1ccc(Cc2c(C3CCCCC3)nc3c4ccccc4ccn23)cc1	5%
COc1cc(C(=O)N2Cc3ccccc3-n3nncc3C2)cc(OC)c1OC	-14%
COC(=O)Cc1ccc(OC2(C)CCN(Cc3ccc(-c4ccccn4)cc3)C2)cc1 (stereo unspecified)	1%
COc1cc(CNC(=O)c2cc(-c3cc(F)ccc3OCC3CCCO3)n[nH]2)cc(OC)c1 (stereo unspecified)	1%
C[C@@H]1CN([C@H](C)CO)C(=O)CCCn2nncc2CO[C@@H]1CN(C)S(=O)(=O)c1cccc(C#N)c1	-3%
CC(=O)Nc1ccc(S(=O)(=O)NC(C)C(=O)OCC(=O)Nc2ccc(F)cc2Cl)cc1 (stereo unspecified)	1%
COC(=O)C[C@H]1C[C@H]2c3cc(NS(=O)(=O)c4ccc(OC)cc4)ccc3O[C@H]2[C@H](CO)O1	-1%
CCCNC(=O)c1cc2c(c(-c3cccc(-c4ccccc4F)c3)n1)[C@H](CCO)N(C(=O)CC1CC1)C2	4%
CCNC(=O)C1(C)CCCN1Cc1c(F)cccc1F (stereo unspecified)	1%
C[C@@H]1CN([C@@H](C)CO)C(=O)CCCn2nncc2CO[C@H]1CN(C)Cc1ccncc1	-1%
C[C@H](CO)N1C[C@H](C)[C@@H](CN(C)S(=O)(=O)c2ccccc2)OCc2cnnn2CCCC1=O	8%
Cc1cccc(-c2cnc(C(O)c3ccc(F)c(C)c3)[nH]2)c1 (stereo unspecified)	3%
CC1(C(=O)NS(=O)(=O)c2cccc(OC(F)F)c2)CCN1C(=O)C1CC1 (stereo unspecified)	4%
COCCNC(=O)C1(C)CCN(Cc2ccccc2C#N)C1 (stereo unspecified)	-3%

More structures.
SMILES	TbPYK inhibitor
CCCNC(=O)C1(C)CCN(C(=O)c2ccccc2OC)C1 (stereo unspecified)	3%
CC(=O)Nc1ccc(NC(=O)COc2cccc3ccccc23)cc1	-1%
COc1ccccc1CCC(=O)Nc1ccc(S(=O)(=O)Nc2ncccn2)cc1	1%
O=C(Nc1cccc(C(F)(F)F)c1)c1csc([C@@H]2O[C@H](CO)[C@H](O)[C@H](O)[C@H]2O)n1	3%
COc1ccc(-c2oc3c(c2C(=O)OCCO)C(OCCCO)CCC3)cc1 (stereo unspecified)	0%
CCCCCc1c(-c2cccc(F)c2)ncn1CCc1ccccc1OC	-5%
COc1ccc([C@H]2CC(=O)C[C@@H](CCn3nnc4ccccc43)O2)cc1	5%
CCOc1ccc(NC(=O)c2cccc(S(=O)(=O)NCc3cccnc3)c2)cc1	3%
COCCN1C[C@@H](CO)O[C@@H](n2cnc3c(N4CCOCC4)ncnc32)C1	0%
C[C@@H]1CN([C@H](C)CO)C(=O)CCCn2nncc2CO[C@H]1CN(C)S(=O)(=O)c1ccc(-n2cccn2)cc1	-2%
NC(=O)c1ccc(NS(=O)(=O)c2ccc(S(=O)(=O)N3CCCC3)cc2)cc1	-12%
COc1cccc(CN2CCC2(C)C(=O)Nc2cnc3ccccc3c2)c1F (stereo unspecified)	?
COc1cc2c(cc1CNC[C@H]1O[C@@H](n3cc(C)c(=O)[nH]c3=O)C[C@@H]1O)OCO2	-7%
CC1(C(=O)NS(=O)(=O)c2ccccc2Cl)CCN1C(=O)Cc1ccccc1Cl (stereo unspecified)	1%
CC1(C(=O)NS(=O)(=O)c2cccs2)CCN1C(=O)C1CC1 (stereo unspecified)	1%
COC1CC(=O)C2OC(c3ccccc3)OCC2O1 (stereo unspecified)	0%
CCCNC(=O)C1(C)CCN1C(=O)c1ccccc1CCc1ccccc1 (stereo unspecified)	-4%
CC(C)(C)OC(=O)NCCc1onc(-c2ccccc2F)c1C(=O)O	6%
Cc1cccc(COC[C@H](CC(C)C)N2CCN(C(=O)c3ccc(C(C)(C)C)cc3)CCC2=O)c1	1%
N#Cc1ccc(-c2ccc3nccn3c2)cc1	-1%
CCC(=O)OCC(=O)[C@@]1(OC(=O)CC)[C@@H](C)C[C@H]2[C@@H]3CCC4=CC(=O)C=C[C@]4(C)[C@@]3(F)[C@@H](O)C[C@@]21C	-5%
O=C(c1ccco1)N1CC2(CC(c3ccc(Cl)cc3)=NO2)CN1Cc1ccc(Br)cc1 (stereo unspecified)	-10%
CC(NC(=O)C1CCN(Cc2ccc(Oc3ccccc3)cc2)CC1)c1cccc2ccccc12 (stereo unspecified)	-4%
O=C(c1ccco1)N1CCC[C@@]2(CCN(Cc3nccs3)C2)C1	-6%
C=CCn1c(C)nnc1SCC(=O)N1c2ccccc2NC(=O)C1(C)C	3%

Following part.
SMILES	TbPYK inhibitor
COC(=O)N(C)C[C@@H]1OCc2cn(nn2)CCCC(=O)N([C@H](C)CO)C[C@H]1C	-10%
CCN(CC)c1ncnc2c1ncn2[C@H]1CN(Cc2ccc(OC)cc2)C[C@@H](CO)O1	3%
O=S1(=O)CC(N2CCSCC2)CN1Cc1cn(Cc2cccc(C(F)(F)F)c2)nn1 (stereo unspecified)	0%
COc1cccc(-c2cnc(C(O)c3cccc(F)c3)[nH]2)c1 (stereo unspecified)	3%
CC(C)CNc1ncnc2c1ncn2[C@H]1CN(Cc2ccncc2)C[C@@H](CO)O1	-7%
CC1=NCC(C)c2ccccc21 (stereo unspecified)	-1%
COCC#Cc1ccc2c(c1)O[C@@H](CN(C)S(=O)(=O)c1cccc(F)c1)[C@@H](C)CN([C@H](C)CO)S2(=O)=O	3%

Arranged by length of the SMILES (low to high): part of the list above.
SMILES	TbPYK inhibitor
COc1cccc(-c2cnc(C(O)c3cccc(F)c3)[nH]2)c1 (stereo unspecified)	3%
O=S1(=O)CC(N2CCSCC2)CN1Cc1cn(Cc2cccc(C(F)(F)F)c2)nn1 (stereo unspecified)	0%
COCC#Cc1ccc2c(c1)O[C@@H](CN(C)S(=O)(=O)c1cccc(F)c1)[C@@H](C)CN([C@H](C)CO)S2(=O)=O	3%

Some of the entries so far, comma-delimited:
Structure,TbPYK inhibitor
CC1=NCC(C)c2ccccc21 (stereo unspecified),-1%
O=C(NCC1CCCO1)c1cccc(S(=O)(=O)Nc2ccccc2Cl)c1 (stereo unspecified),6%
CCc1ccc2cc(C)cnc2n1,-13%
CCOC(=O)c1ccc(Nc2ccc(C(C)=O)cc2)cc1,2%
CC(C)CNC(=O)C1(C)CCCN1Cc1ccc(OC(F)(F)F)cc1 (stereo unspecified),1%
O=C(CCNS(=O)(=O)c1ccc(Cl)cc1)NCCc1ccccc1,1%
COc1cc2c(cc1OC)C(CNC(=O)C=Cc1cc(OC)c(OC)c(OC)c1)C2 (stereo unspecified),2%
